Screens deposited in PubChem by National Center for Advancing Translational Sciences (NCATS).
PKM2 activator – activators of human pyruvate kinase M2; P14618; purified PKM2, Kinase-Glo ATP luminescence, activation; response scale: 0% is enzyme alone, no compound; Potency, µM (series often up to 57.5 µM), for inactives: at the top dose activation, hits mostly activators; hit rate 0.34% among 260,000; AID 1631; further: potency means the concentration at half of the fitted maximal effect; on the % scale 0 is the no-effect control and ±100 the full control effect; nearly all actives have a fitted effect of over 55% in size
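Kinase-Glo luminescence reports ATP generated from ADP (0.1 mM) and PEP (0.5 mM) by purified hPK-M2 after 1 h at room temperature, pH 7.2 imidazole buffer; intermediate enzyme activity allows detecting inhibitors and activators.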
GALK inhibitor – blocks human galactokinase activity | hit rate 0.007% among 270,000 | Potency, µM (titrated, usually from 57.5 µM), inactives show at the highest dose activity change, negative = inhibition, hits mostly inhibitors | Purified GALK, Kinase-Glo residual ATP luminescence; further: potency means the concentration at half of the fitted maximal effect; on the % scale 0 is the no-effect control and ±100 the full control effect
Target sequence (P51570 whole entry, looked up): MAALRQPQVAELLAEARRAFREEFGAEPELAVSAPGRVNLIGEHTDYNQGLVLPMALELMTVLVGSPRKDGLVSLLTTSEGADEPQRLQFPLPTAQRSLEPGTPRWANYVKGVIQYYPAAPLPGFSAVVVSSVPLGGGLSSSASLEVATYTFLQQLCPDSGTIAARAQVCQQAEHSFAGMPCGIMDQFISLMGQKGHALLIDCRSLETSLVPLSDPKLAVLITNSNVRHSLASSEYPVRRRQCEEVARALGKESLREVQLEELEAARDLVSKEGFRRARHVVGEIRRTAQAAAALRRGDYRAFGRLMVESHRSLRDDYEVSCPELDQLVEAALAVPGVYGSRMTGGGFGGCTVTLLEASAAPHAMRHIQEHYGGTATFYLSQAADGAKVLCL
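Human GALK (5 nM) with 35 uM ATP and 100 uM galactose in 20 mM HEPES pH 8.0, 5 mM MgCl2, 60 mM NaCl, 1 mM DTT, 0.01% BSA. After 1 h at room temperature, leftover ATP was read by Kinase-Glo Plus luminescence.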
Eya2 phos inh – Eya2 (human) phosphatase inhibition; O00167; Potency, µM (titrated, usually from 76.9 µM), for the others: at the highest dose activity, negative = inhibition, actives largely listed as inhibitors; recombinant Eya2, OMFP fluorescence dephosphorylation (OMFP is methylfluorescein phosphate); hit rate 0.006% among 330,000; further: potency means the concentration at half of the fitted maximal effect; on the % scale 0 is the no-effect control and ±100 the full control effect
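Eya2 (0.2 uM) preincubated 10 min at ambient with compound, then OMFP substrate added at 50 uM; 10 min reaction in 50 mM HEPES pH 7.5, 50 mM NaCl, 5 uM MgCl2, 0.05% BSA, 1 mM DTT. Fluorescence read at Ex 485/Em 525 nm.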
Mito fusion act – blocks mitochondrial division or promotes mitochondrial fusion | S. cerevisiae fusion-defective mutant growth rescue, CellTiterGlo 48 h | Potency, µM (series often up to 46.1 µM), inactives show at the highest dose growth rescue (activation), hits mostly activators | hit rate 0.23% among 320,000 | AID 485298;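 further: potency means the concentration at half of the fitted maximal effect; % of control where 0% means no effect; nearly all actives have a fitted effect of over 45% in size; temperature-sensitive fusion mutants such as fzo1-1 at 37 °C on non-fermentable ethanol glycerol medium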
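Read-out: ATP-based luminescence (CellTiterGlo, 10 min ambient) reporting growth of fusion-defective ts yeast after 48 hours at 37C on glycerol/ethanol YPEG medium in the presence of compound.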
Chronic BCR inh – inhibitors of chronic active B-cell receptor signaling; ABC-DLBCL IkBa-CBG/CBR reporter, luminescence ratio, 4 h; Potency, µM (series often up to 46.1 µM), for inactives: top-dose ratio change, negative = lower green/red ratio, hits mostly inhibitors; hit rate 0.05% among 340,000; active means well fitted inhibition curve with a large enough effect in the signal ratio, with a control signal flat, not every such curve was filed as active; inconclusive means small, poorly fitted or top-dose-only effect, or effect the other way, or a change in a side signal; the % refers to the signal ratio;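 further: potency means the concentration at half of the fitted maximal effect; plate controls were basal doxycycline-induced cells for no effect and cells given 10 µM MG132 for full effect; MG132 reads +100%, hits lower the ratio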
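TMD8 ABC-DLBCL cells carrying doxycycline-inducible green luciferase fused to IkappaBalpha plus unfused red luciferase were exposed to compounds (up to 46 uM) for 4 hrs at 37C. Activity came from the overlap-corrected green/red luminescence ratio.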
USP2a block – inhibitors of human ubiquitin-specific protease USP2a; O75604; USP2 core, Ub-CHOP2 coupled fluorogenic reporter, 485/531; Potency, µM (series often up to 38.3 µM), without a hit: top-dose activity change, negative = inhibition, hits mostly inhibitors; hit rate 0.01% among 330,000;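 further: potency means the concentration at half of the fitted maximal effect; plate controls were DMSO wells for no effect and full inhibition by NEM control for full effect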
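USP2 core (10nM final) preincubated 30min RT with compound in 20mM Tris-HCl pH 8.0, 2mM CaCl2, 2mM beta-mercaptoethanol, 0.05% CHAPS; 25nM Ub-CHOP2 plus 25nM reporter substrate added, fluorescence (Ex485/Em531) read after 60min.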
MBNL1 CUG block – blocks human MBNL1 binding to CUG repeat RNA. hit rate 0.036% among 280,000. TR-FRET MBNL1-His/biotin-(CUG)12 binding, 665/545 ratio. Q9NR56. Potency, µM (top dose mostly 57.5 µM), inactives show top-dose activity change, negative = inhibition, hits mostly inhibitors; active means well fitted inhibition curve with a large enough effect in the signal ratio, with a control signal flat, not every such curve was filed as active; inconclusive means small, poorly fitted or top-dose-only effect, or effect the other way, or a change in a side signal; inactive means no such curve, though single readings can be large or run the other way; the % refers to the signal ratio; further: potency means the concentration at half of the fitted maximal effect; on the % scale 0 is the no-effect control and ±100 the full control effect
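Compounds (final 92 nM to 58 uM) are added to His-tagged MBNL1 and biotin-(CUG)12, then terbium anti-His antibody and streptavidin-XL665 (5 nM final). After 60 min at room temperature, the 665/545 nm ratio is read.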
Menin MLL FP TR – inhibitors of human menin-MLL interaction, mutant MLL peptide | AID 1768 | Menin + Texas Red MLL mutant peptide, fluorescence polarization | O00255 | hit rate 0.23% among 270,000 | Potency, µM (top dose mostly 61.6 µM), inactives show at the highest dose FP activity change, negative = inhibition, hits mostly inhibitors; active means well fitted inhibition curve with a large enough effect in the polarisation, with a control signal flat, not every such curve was filed as active; inconclusive means small, poorly fitted or top-dose-only effect, or effect the other way, or a change in a side signal; inactive means no such curve, though single readings can be large or run the other way; the % refers to the polarisation; further: potency means the concentration at half of the fitted maximal effect; % of control where 0% means no effect; many of its hits are not listed in these tables
Target sequence (O00255 whole entry, looked up): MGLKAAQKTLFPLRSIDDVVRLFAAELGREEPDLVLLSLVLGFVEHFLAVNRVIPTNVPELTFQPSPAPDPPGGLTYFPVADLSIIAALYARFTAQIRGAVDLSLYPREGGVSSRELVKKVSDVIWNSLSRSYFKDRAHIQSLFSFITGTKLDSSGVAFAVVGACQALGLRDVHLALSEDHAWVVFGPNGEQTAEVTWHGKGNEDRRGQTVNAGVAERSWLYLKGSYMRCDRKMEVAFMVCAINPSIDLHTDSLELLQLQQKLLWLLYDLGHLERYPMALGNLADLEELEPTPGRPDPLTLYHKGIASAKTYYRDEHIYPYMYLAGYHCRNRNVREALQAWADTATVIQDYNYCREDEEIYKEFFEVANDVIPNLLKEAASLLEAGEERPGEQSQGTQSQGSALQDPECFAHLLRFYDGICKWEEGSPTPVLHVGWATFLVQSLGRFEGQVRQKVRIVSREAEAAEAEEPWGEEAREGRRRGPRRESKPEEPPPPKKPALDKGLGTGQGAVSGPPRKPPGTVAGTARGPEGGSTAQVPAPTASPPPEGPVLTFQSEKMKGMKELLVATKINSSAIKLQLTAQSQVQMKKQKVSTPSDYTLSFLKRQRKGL
KCNH2 WT inh – blocks the wildtype human KCNH2 potassium channel; activity change, % at 1.84 µM; Q12809; AID 720551; U2OS, BacMam KCNH2, thallium flux FluxOr; hits give low values; hit rate 0.37% among 340,000;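 active means maximum activity change below -70%; inconclusive means maximum activity change between -70% and -50%; inactive means maximum activity change above -50%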; further: on the % scale 0 is the no-effect control and ±100 the full control effect
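U2OS cells transduced with wild-type KCNH2 virus are loaded with FluxOr dye for 45 min, and thallium flux is measured in kinetic reads before and after stimulation buffer. Rate constants are normalized to DMSO controls.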
ASM inhibitor – human S-ASM enzyme inhibition; hit rate 0.006% among 340,000; Potency, µM (series often up to 57.5 µM), inactives show at the highest dose activity change, negative = inhibition, most hits filed as inhibitors; placental ASM, HMU-PC fluorogenic substrate, 60 min; AID 504937; further: potency means the concentration at half of the fitted maximal effect
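Human placenta-derived ASM enzyme was preincubated with compound for 10 minutes at room temperature, then given fluorogenic substrate HMU-PC0 (9 uM final) for 60 minutes at 37 °C; a pH 10 stop preceded fluorescence reading at Ex 386/Em 447 nm.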
TSHR antagonist – blocks TSH signaling through the human TSH receptor; TSHR-expressing cells, TSH-stimulated cAMP HTRF, 2 h; hits give low values; activity change, negative = inhibition, % at 11.5 µM; hit rate 0.2% among 330,000;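 active means activity change below a set negative limit, meaning inhibition stronger than a set level, cut at about -70% in these data; inconclusive means activity change between two set negative limits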; further: on the % scale 0 is the no-effect control and ±100 the full control effect
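Freshly harvested TSHR cells receive pin-tooled compound, then EC80 TSH at 4nM final. After 2 hours at 37 deg C, antibody in lysis buffer and cAMP-d2 are added; 30 minutes at ambient temperature precede the HTRF read.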
Starred values were filed as active, the others as inactive; ? = inconclusive; . = no result given; & = joins results of further samples; [ ] = dose if it differs, or a comment. Unless noted, the call rests on the fitted dose curve; in most records, active means well fitted curve in the direction sought with a large enough effect; inconclusive means small, poorly fitted or top-dose-only effect, or another doubt; inactive means no such curve, though single readings can be large; an effect the other way counts as inactive or inconclusive. A portion of the library; rates above refer to the full screens.

SMILES	PKM2 activator	GALK inhibitor	Eya2 phos inh	Mito fusion act	Chronic BCR inh	USP2a block	MBNL1 CUG block	Menin MLL FP TR	KCNH2 WT inh	ASM inhibitor	TSHR antagonist
CC(C)(C)c1ccc(NC(=O)C2CCCN(c3cnccn3)C2)cc1 (stereo not drawn)	-1%[0.46 µM]	1%	-2%	13µM*	0%	-4%	0%	10%	-13	13%	-1
CC[C@@H](C)[C@H](N)C(=O)NC[C@H]1O[C@@H](n2cnc3c(N)ncnc32)[C@H](O)[C@@H]1O	.	.	10%	.	?	3%	.	.	5	0%	21
CCOc1ccc(C(=O)CCCC(=O)c2ccc(OCC)cc2)cc1	-4%	-8%	6%	2%	-1%	0%	-3%	-12%	2	2%	34
CCN(CC)c1ccc(/C=N/NS(=O)(=O)c2ccc(CNC(C)=O)cc2)cc1	-4%	-2%	-1%	0%	0%	2%	.	2%	-2	3%	9
CC1CN(c2ncnc3c2oc2ccccc23)CC(C)O1 (stereo not drawn)	-3%	2%	-5%	-12%	?	-12%	-1%	-16%	-6	-3%	-8
CC(C)(C)c1cc(OC(=O)c2ccccc2F)ccc1O	-2%	4%	-11%	14%	-23%	0%	5%	19%	-4	0%	-3
O=C1CC(C(=O)N2CCCc3ccccc32)CN1c1ccc(Cl)cc1 (stereo not drawn)	-2%	15%	-11%	-3%	17%	-3%	-2%	?	14	0%	4
COc1ccc(N(CC(=O)Nc2c(C)n(C)n(-c3ccccc3)c2=O)S(=O)(=O)c2ccc(F)cc2)cc1	0%	-1%	-1%	-4%	-1%	-4%	0%	14%	-28	0%	-3
CCOC(=O)c1cnc2c(cnn2C)c1NCCCN(C)C	-1%	-4%	-3%	-1%	2%	2%	-7%	5%	-6	5%	-5
Cc1cccc(C)c1NC(=O)Cn1nnc(C(=O)Nc2ccc(F)cc2F)c1N	.	-1%	-2%	2%	-19%	0%	7%	2%	-2	-1%	6
CN1C(=O)c2ccccc2C(C(=O)O)C1c1cccc([N+](=O)[O-])c1 (stereo not drawn)	0%	-1%	0%	-1%	-6%	-1%	18%	17%	0	2%	-9
O=C(N/N=C/C=C/c1ccc([N+](=O)[O-])cc1)C1COc2ccccc2O1 (stereo not drawn)	-10%	-3%	-4%	4%	0%	-4%	78%[activator]	6%	6	-20%	8
CCOC(=O)c1nn(-c2ccccc2)c(C)c1C(C)=O	0%	2%	-15%	2%	?	10%	-3%	-1%	-5	5%	24
Nc1ncc(Br)cc1S(=O)(=O)NCCC(=O)NC1CCCCC1	.	1%	-15%	11%	4%	3%	-3%	.	1	5%	15
O=C(c1cnn(-c2cccc(F)c2)c1)c1ccccc1O	.	3%	1%	-8%	?	3%	-1%	16%	10	-3%	-4
CC(CCc1ccccc1)NC(=O)c1ccco1 (stereo not drawn)	1%	0%	3%	-1%	-15%	2%	-1%	24%	1	20%	-8
COc1ccc(Cl)cc1NC(=O)c1nc2nc(C)cc(C(F)F)n2n1	5%	2%	5%	3%	8%	4%	9%	6%	-11	0%	-8
Cc1ccc(S(=O)(=O)N2CCCC(C(=O)NCc3ccco3)C2)cc1Cl (stereo not drawn)	2%	-3%	-8%	2%	-2%	1%	?	1%	1	0%	-12
O=C(OCC(=O)N1CCCCCC1)c1ccc(F)cc1F	.	.	9%	-1%	0%	-1%	.	.	5	-1%	-2
CC1CCCCC12NC(=O)N(CC(=O)N1CCN(c3ncccn3)CC1)C2=O (stereo not drawn)	.	.	-9%	4%	0%	1%	.	.	18	5%	11
COc1ccc(CC(=O)NNC(=O)COc2ccc(Br)cc2C)cc1OC	-11%	.	8%	-22%	-1%	2%	3%[11.5 µM]	-2%	-18	-1%	-9
O=C1/C(=C/c2cccc(F)c2)SC(=S)N1NS(=O)(=O)c1ccccc1	.	2%	15%	7%	-2%	3%	5%	28%	-6	-5%	-19
O=C(Nc1ccc(S(=O)(=O)Nc2ncccn2)cc1)c1cccnc1	0%	2%	-2%	-3%	-1%	-1%	-16%	4%	3	0%	6
O=C(NC(Cc1ccccc1)C(=O)O)/C(=C/c1ccco1)NC(=O)c1cccc(Br)c1 (stereo not drawn)	-4%	2%	0%	-1%	0%	-1%	.	9%	-6	6%	9
N#C/C(C(=O)NCCc1ccccc1)=C1/N=C(NC(=O)c2cccs2)c2ccccc21	10%	-1%	7%	15%	1%	0%	27%	-6%	-2	-6%	0
O=C(N/N=C/c1c(F)cccc1Cl)c1cc(C2CC2)[nH]n1	-5%	5%	-9%	7%	?	4%	5%	-6%	-10	-12%	-12
O=C(CCNS(=O)(=O)c1cccs1)N1CCc2ccccc2C1	13%	-4%	11%	2%	2%	1%	-1%	-13%	0	1%	15
N#CC1=C(N)C(C#N)(C#N)C(c2cccnc2)C2CCCC=C12 (stereo not drawn)	18%	1%	8%	-2%	-1%	5%	?	-5%	.	.	-6
c1ccc(OCc2nn3c(C4CCCCC4)nnc3s2)cc1	-1%	1%	4%[15.4 µM]	-7%	-11%	0%	-3%	-8%	7	-4%	-15
O=C(NC1CCCCC1)C1CC(=O)N(c2ccccc2)C1 (stereo not drawn)	.	3%	-2%	2%	5%	0%	0%	.	-2	-1%	5

Mito fusion act: hit marks shown above.
| SMILES | PKM2 activator | GALK inhibitor | Eya2 phos inh | Mito fusion act | Chronic BCR inh | USP2a block | MBNL1 CUG block | Menin MLL FP TR | ASM inhibitor | TSHR antagonist |
| --- | --- | --- | --- | --- | --- | --- | --- | --- | --- | --- |
| CC(C)(C)c1ccc(NC(=O)C2CCCN(c3cnccn3)C2)cc1 (stereo not drawn) | -1%[0.46 µM] | 1% | -2% | 13µM* | 0% | -4% | 0% | 10% | 13% | -1 |

Next section
SMILES	PKM2 activator	GALK inhibitor	Eya2 phos inh	Mito fusion act	Chronic BCR inh	USP2a block	MBNL1 CUG block	Menin MLL FP TR	KCNH2 WT inh	ASM inhibitor	TSHR antagonist
O=C(O)/C=C/C(=O)NCCc1ccccc1	-1%	0%	8%	-6%	1%	2%	-1%	-29%	-2	6%	21
CCN(CC(=O)NNC(=O)c1ccccc1)Cc1ccc(OC)c(F)c1	.	.	-11%	.	-2%	2%	.	.	14	5%	15
COc1cccc(/C=N/NC(=O)CCCC(=O)NC2CCCCC2)c1	-2%	3%	-10%	-2%	-7%	2%	.	-1%	0	2%	4
Cc1nn(Cc2ccccc2)c2c1C(c1ccccc1)C(C#N)=C(N)O2 (stereo not drawn)	0%	-2%	3%	2%	?	1%	?	-5%	-4	-2%	-2
CCOC(=O)N1CCN(C(=O)c2ccc(-n3c(=S)[nH]c4ccccc4c3=O)cc2)CC1	-9%	-1%	5%	-1%	-2%	0%	29%	-22%	4	-1%	-4
Cc1ccc(C(=O)O)cc1NC(=S)NC(=O)C(c1ccccc1)c1ccccc1	5%	-2%	24%	-5%	?	3%	-5%	?	0	-23%	?
O=C1OC[C@@H]2CCCN2C(=O)[C@@H](CC(=O)N(CCO)Cc2ccccc2)C/C=C\C[C@@H]1Cc1ccc(F)cc1	.	.	13%	.	-1%	?	.	.	3	5%	10
Cn1cnnc1SCCn1c(N2CCCCC2)nc2c1c(=O)[nH]c(=O)n2C	-3%	-3%	-2%	5%	1%	-1%	-4%	-24%	-2	3%	8
Cc1ccc(-c2nc3ccccn3c2NCc2ccc3c(c2)OCO3)cc1	-41%	.	0%	-9%	10%	-9%	22%	-3%	-14	206%[activator]	24
COC(=O)c1cccc(C23CC4(C2)[C@H](CN(Cc2ccc(C(F)(F)F)cc2)[C@@H]4c2ccccc2)C3c2ccc(Cl)nc2)c1 (stereo partly drawn)	-1%&-5%	-1%	-2%	-15%	-11%	4%	-1%	7%	.	-3%	-4
